KRASV12 cytotoxicity = cytotoxicity in KRAS-transformed pancreatic duct cells, primary screen, cell-based, fluorescence, HTS (AID 431) | actives 1.7% (n = 63,000) | HPDE-C7K KRASV12 cells, Alamar Blue viability, 48 h; higher % means a stronger effect | one-dose cytotoxicity, % at 10 µM; EC50 in µM for titrated hits;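 active = compounds whose percent cytotoxicity in the single-dose primary screen, scaled between solvent and toxic-drug controls, exceeds 50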;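 note: 0% = DMSO solvent wells and 100% = doxorubicin-treated wells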
LYP phosphatase = LYP phosphatase inhibitors, primary screen, biochemical, DiFMUP fluorescence, recombinant catalytic domain, 10 µM (AID 606). inhibition, % at 10 µM, or IC50 in µM where a hit was titrated. 52,000 tested, under 10 active. recombinant LYP catalytic domain, DiFMUP fluorescence; higher % means a stronger effect;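 active = IC50 under 40 µM in the dose-response test; inactive = IC50 of 40 µM or more, or never dose-tested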
Spn PMK inh = S. pneumoniae PMK inhibition. purified PMK, PK/LDH-coupled NADH absorbance 340 nm. inhibition, % at 10 µM. actives 0.49% (n = 65,000);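 active = top-ranked compounds by inhibition in the single 10 µM screen, taking a fixed number of the strongest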;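 note: 0% = full reaction with DMSO carrier and 100% = background rate without enzyme reaction; no value below 0 was filed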
Spn MK inh = S. pneumoniae mevalonate kinase inhibition; purified MK, PK/LDH-coupled NADH absorbance 340 nm; inhibition, % at 10 µM; actives 0.48% (n = 65,000); AID 555;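 active = ranked among the strongest by inhibition in the single 10 µM screen, a fixed top-ranked set picked for dose follow-up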; note: no value below 0 was filed
Bfl-1 inhibitors = displacement of Bid BH3 peptide from Bfl-1 – biochemical, fluorescence polarization, FITC-Bid, mouse, primary screen (AID 432). FITC-Bid BH3 peptide fluorescence polarization displacement; higher % means a stronger effect. actives 0.02% (n = 64,000). displacement, % at 20 µM; hits with a dose series show IC50 in µM; in the data active = a potency from the dose series; inactive = the rest, 99 in 100 with displacement below about 15%; note: strong numbers were not always called active
Alkaline phosphatase = human TNAP enzyme inhibitors, biochemical, luminescent (AID 518); purified TNAP enzyme, luminescent substrate readout; higher % means a stronger effect; actives 0.09% (n = 64,000); one-dose inhibition, % at 20 µM; IC50 in µM for titrated hits; in the data active = a potency from the dose series; inactive = the rest, 99 in 100 with inhibition below about 22%;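 note: plate controls were vehicle for no effect and reference inhibitor for full effect; many of its hits are not listed in these tables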
Spn DPM-DC inh = S. pneumoniae DPM-DC inhibition. purified DPM-DC, PK/LDH coupled NADH fluorescence. calls only at 10 µM. actives 0.49% (n = 65,000). AID 556;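 active = the 320 compounds with the highest percent inhibition in the single-dose primary screen, excluding strongly autofluorescent ones, cut at about 32% in these data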;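 note: kinetic rate of NADH fluorescence loss reporting ADP formed by the decarboxylase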
HT1080 viability = HT1080 cell viability loss – fluorescence readout (AID 620); HT1080 viability, fluorescence; higher % means a stronger effect; cytotoxicity, % at 10 µM, or EC50 in µM where a hit was titrated; actives 0.42% (n = 87,000);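 note: cells exposed to compound overnight then 4 h with Alamar Blue; 0% = vehicle DMSO and 100% = killing control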
HPDE-C7 cytotoxicity = HPDE-C7 pancreatic duct cell viability loss – fluorescence, HTS (AID 430); HPDE-C7 pancreatic duct cells viability, fluorescence; higher % means a stronger effect; one-dose cytotoxicity, % at 10 µM; EC50 in µM for titrated hits; actives 1.8% (n = 63,000);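 note: cells exposed to compound for 48 hours before viability readout; 0% = vehicle and 100% = reference cytotoxic drug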
Spn PMK inh pilot replicates = second read-out of Spn PMK inh, no call of its own (marks repeat the call); inhibition, %; measured here: pilot screen replicates
Spn MK inh pilot replicates = second read-out of Spn MK inh, no call of its own (marks repeat the call); inhibition, %; measured here: pilot screen replicates
Spn DPM-DC inh pilot screen % = recorded beside Spn DPM-DC inh, whose call it bears; inhibition, %; measured here: pilot screen trials
The depositor's hits bear a star; i = inactive; nt = not tested or not shown. Cut-off read from the data, not from the text of the source, unless noted: active = cytotoxicity above about 50%; inactive = the rest.

SMILES	KRASV12 cytotoxicity	LYP phosphatase	Spn PMK inh	Spn MK inh	Bfl-1 inhibitors	Alkaline phosphatase	Spn DPM-DC inh	HT1080 viability	HPDE-C7 cytotoxicity	others
CC1CN(C(=O)Cc2ccc(-c3ccccc3)cc2)CC(C)O1 (stereo not drawn)	1%	14%	0	0	-16%	7%	i	5%	3%
Cc1ccccc1Cn1nc(C)c(NC(=O)c2noc3c2CC(C(C)(C)C)CC3)c1C (stereo not drawn)	-2%	18%	17	6	-3%	12%	i	-1%	-4%
COc1ccc(Cl)cc1NC(=O)c1nc2nc(C)cc(C(F)F)n2n1	5%	15%	10	11	1%	9%	i	-5%	-1%
O=C(CCNS(=O)(=O)c1cccs1)N1CCc2ccccc2C1	6%	5%	12	0	1%	8%	i	0%	-6%
c1ccc(OCc2nn3c(C4CCCCC4)nnc3s2)cc1	-6%	5%	0	0	-1%	5%	i	-7%	-5%
N#CC1=C(N)C(C#N)(C#N)C(c2cccnc2)C2CCCC=C12 (stereo not drawn)	20%	10%	17	0	9%	12%	i	10%	2%
COc1cc(-c2cc(C(=O)O)c3c(OC)c(OC)c(OC)cc3n2)ccc1O	10%	-7%	18	7	0%	3%	i	35%	-1%
Cc1cccc(OCC(=O)Nc2ccc3c(c2)nc(CCN2CCN(C)CC2)n3C)c1	7%	7%	10	10	-2%	13%	i	1%	-11%
CC(=O)c1cccc(NC(=O)NC2CCCCC2)c1	-4%	nt	0	6	-5%	15%	i	-2%	-6%
Cc1ccc(-n2c(SCc3ccc(C#N)cc3)nnc2-c2ccccn2)cc1	-2%	3%	19	10	-10%	1%	i	14%	1%
O=C(Nn1cnnc1)c1cc2c(s1)CCCC2	15%	-8%	4	6	-6%	22%	i	2%	6%	Spn PMK inh pilot replicates=5.0;Spn MK inh pilot replicates=1.0;Spn DPM-DC inh pilot screen %=1.5
CCOC(=O)CN1C(=O)C(O)(C2CCc3ccccc3C2=O)c2ccccc21 (stereo not drawn)	-9%	7%	11	5	-2%	12%	i	-60%	2%
CC1CN(c2ncnc3c2oc2ccccc23)CC(C)O1 (stereo not drawn)	-8%	7%	4	3	-1%	4%	i	16%	-15%
O=C(CSc1nnnn1-c1ccccc1)Nc1ccc(N2CCOCC2)c(Cl)c1	2%	11%	2	1	-4%	8%	i	6%	4%
Cc1nn(-c2ccc(Cl)cc2)c2sc(C(=O)N3CCN(c4ccccn4)CC3)cc12	5%	4%	11	0	-8%	20%	i	2%	8%	Spn PMK inh pilot replicates=5.5;Spn MK inh pilot replicates=0.0;Spn DPM-DC inh pilot screen %=1.5
CC(C)NC(=O)CCCn1c(=S)[nH]c2cc3c(cc2c1=O)OCO3	5%	3%	8	3	-1%	5%	i	10%	1%
NC/C(=N\O)c1ccc(Cl)cc1Cl	3%	6%	4	0	3%	6%	i	-4%	-2%
CCn1c(SCC(=O)N2CCN(S(=O)(=O)c3ccccc3)CC2)nnc1-c1cccs1	nt	nt	18	0	-1%	4%	i	7%	nt
COc1ccccc1NC(=O)CCc1c(C)[nH]c(=O)c(C#N)c1C	-5%	16%	12	8	-5%	15%	i	-3%	-2%
CCn1c(=O)cc(OCC(=O)NCc2cccnc2)c2ccccc21	1%	-2%	12	1	0%	2%	i	4%	9%

Two entries picked at random from those above:
SMILES	KRASV12 cytotoxicity	LYP phosphatase	Spn PMK inh	Spn MK inh	Bfl-1 inhibitors	Alkaline phosphatase	Spn DPM-DC inh	HT1080 viability	HPDE-C7 cytotoxicity	others
Cc1ccc(-n2c(SCc3ccc(C#N)cc3)nnc2-c2ccccn2)cc1	-2%	3%	19	10	-10%	1%	i	14%	1%
O=C(CCNS(=O)(=O)c1cccs1)N1CCc2ccccc2C1	6%	5%	12	0	1%	8%	i	0%	-6%

Additional results
SMILES	KRASV12 cytotoxicity	LYP phosphatase	Spn PMK inh	Spn MK inh	Bfl-1 inhibitors	Alkaline phosphatase	Spn DPM-DC inh	HT1080 viability	HPDE-C7 cytotoxicity	others
CCOc1ccccc1NC(=O)N1CCC(c2nc3ccc(C)cc3[nH]2)CC1	5%	4%	13	9	-5%	14%	i	-20%	-5%
CC(NC(=O)CSc1nnc(COc2ccccc2)o1)c1ccccc1 (stereo not drawn)	2%	12%	8	0	1%	9%	i	1%	-9%
CC(Oc1ccc(-c2ccccc2)cc1)C(=O)N1CCOCC1 (stereo not drawn)	-5%	-1%	1	16	0%	6%	i	2%	-6%
O=C1CCCc2c1cc(C(=O)NCCCN1CCOCC1)c(=O)n2-c1ccc(Cl)cc1	6%	4%	0	3	-9%	6%	i	-5%	18%	Spn PMK inh pilot replicates=3.0;Spn MK inh pilot replicates=0.0;Spn DPM-DC inh pilot screen %=0.5
CCOC(=O)Cn1cnc2c(nnn2Cc2ccc(Cl)cc2)c1=O	-1%	nt	12	9	3%	3%	i	3%	-16%
CCC(=O)n1nc(-c2ccco2)nc1SCc1ccccc1	0%	6%	0	0	-2%	12%	i	2%	-1%
Cn1c(C(=O)N2CCN(Cc3ccc4c(c3)OCO4)CC2)cc2c(=O)n(C)c3ccccc3c21	18%	8%	2	8	4%	1%	i	29%	9%
CC(C)(C)n1nnnc1CN1CCN(C2CCCC2)CC1	-4%	3%	0	0	9%	8%	i	4%	-4%	Spn PMK inh pilot replicates=3.5;Spn MK inh pilot replicates=0.0;Spn DPM-DC inh pilot screen %=0.0
Cc1ccc(C(=O)Nc2cc(=O)n(C)c(=O)n2C)cc1C	-1%	2%	12	13	-3%	6%	i	1%	-4%
CC(NC(=O)NCCCn1ccnc1)(C(F)(F)F)C(F)(F)F	5%	2%	5	0	4%	17%	i	0%	10%
CN(C)c1ccnc(NCc2ccccc2)c1C#N	0%	3%	0	4	-2%	1%	i	3%	13%	Spn PMK inh pilot replicates=0.0;Spn MK inh pilot replicates=1.0;Spn DPM-DC inh pilot screen %=3.5
COC(=O)Nc1sc2c(c1C(=O)NCc1ccco1)CCCC2	-4%	13%	10	6	-8%	9%	i	5%	-7%
CCCCN(CC)CCCNC(=O)Cn1nc(Cc2ccncc2)c2ccccc2c1=O	nt	nt	0	0	0%	3%	i	0%	nt
CCOC(=O)c1ccc(NC(=O)Cn2nnc(-c3ccc(C)cc3)n2)cc1	-14%	nt	6	0	3%	5%	i	-6%	-23%
Cc1oc(-c2ccc(Cl)cc2)nc1CN1CCCC(C(=O)NCCCN2CCOCC2)C1 (stereo not drawn)	-2%	nt	20	1	-2%	2%	i	-1%	8%
Cc1nc(Nc2nc3ccccc3o2)nc2c1CCC2	-1%	nt	17	11	-6%	-32%	i	nt	-9%
COC(=O)c1ccccc1N=C(SC)N(C)C	-40%	7%	12	4	-4%	2%	i	-3%	-23%
COc1ccc(C(=O)CSc2n[nH]c(-c3ccco3)n2)cc1	-9%	5%	6	9	9%	20%	i	-1%	2%
Cc1ccc2nc(NCCCNC(=O)c3cnccn3)c(C#N)cc2c1	-8%	nt	4	4	-3%	1%	i	11%	-7%
Cn1c(=O)oc2cc(S(=O)(=O)N3CCC(C(=O)NCC4COc5ccccc5O4)CC3)ccc21 (stereo not drawn)	3%	-6%	6	4	3%	8%	i	8%	-7%
Cc1ccc(S(=O)(=O)N2CCC(C(=O)Nc3nnc(C4CCCC4)s3)CC2)cc1	-21%	nt	8	0	1%	7%	i	-29%	-2%
O=C1CCCC2=C1C(c1c(Cl)nc3sccn13)C1=C(CCCC1=O)N2	-1%	6%	10	0	-4%	-10%	i	-9%	6%
O=C(NC1CCCC1)C(c1cccs1)N(Cc1ccco1)C(=O)c1csnn1 (stereo not drawn)	-8%	nt	20	0	-3%	10%	i	-2%	-20%
O=C(C1CCC1)N1CCc2cc(S(=O)(=O)Nc3ccc4c(c3)OCCO4)ccc21	1%	0%	11	10	6%	7%	i	3%	5%
Cc1cccc2cc(C(c3nnnn3CC3CCCO3)N3CCc4ccccc4C3)c(=O)[nH]c12 (stereo not drawn)	-8%	-8%	10	10	6%	11%	i	-4%	-1%
CCN1CCN(C(=O)c2cn(CC)c3ccc(S(=O)(=O)N(C)C)cc3c2=O)CC1	16%	-4%	2	5	6%	15%	i	-6%	12%	Spn PMK inh pilot replicates=3.0;Spn MK inh pilot replicates=3.0;Spn DPM-DC inh pilot screen %=1.5
O=C(CN1CCCC1)Nc1ccc(-c2nc3cc(NC(=O)CN4CCCC4)ccc3o2)cc1	-5%	0%	9	14	1%	4%	nt	27%	-5%
COP(=O)(/C=C/c1ccccc1)C(O)c1ccc(F)cc1 (stereo not drawn)	nt	14%	8	0	-5%	11%	i	1%	nt
Cc1ccccc1NS(=O)(=O)c1ccc(OCC(=O)NCc2ccco2)cc1	-4%	-6%	10	8	-7%	7%	i	0%	-10%
O=C(O)CSc1nnc(-c2ccco2)o1	-7%	11%	14	0	1%	5%	i	4%	0%
Cc1cc(C)c2cc(C#N)c(N3CCCC3)nc2c1	-14%	nt	5	10	-7%	10%	i	-20%	-3%
Cc1nnc(SCC(=O)Nc2ccc(N3CCOCC3)cc2)o1	nt	12%	11	2	-2%	7%	i	6%	nt
CCOc1ccc(Cl)cc1S(=O)(=O)n1nnc2ccccc21	5%	-5%	0	0	7%	4%	i	-3%	-2%
CC(C)[C@H](NC(=O)Nc1ccc(S(N)(=O)=O)cc1)C(=O)O	nt	-7%	7	0	-2%	14%	i	-11%	nt
O=C(CNS(=O)(=O)c1ccccc1)N1CCN(c2ccccc2)CC1	0%	10%	4	14	-1%	12%	i	-2%	2%
O=S(=O)(c1cccc(C(F)(F)F)c1)N1CCN(c2nnnn2-c2ccccc2)CC1	-19%	13%	14	3	0%	15%	i	4%	-1%
N#Cc1c2n(c(=O)[nH]c1=O)CCCCC2	3%	3%	0	5	4%	21%	i	1%	-20%	Spn PMK inh pilot replicates=0.0;Spn MK inh pilot replicates=0.0;Spn DPM-DC inh pilot screen %=0.0
CCN(CC)CC(=O)Nc1cc(C)c2c(=O)oc3ccccc3c2n1	-9%	8%	10	8	-6%	4%	i	2%	-10%
O=S(=O)(c1ccc2nc(COc3ccc(Cl)cc3Cl)[nH]c2c1)N1CCOCC1	-7%	-7%	6	5	-7%	-1%	i	1%	-1%
Cc1ccccc1-c1nc(CN2CCC(C(=O)O)CC2)c(C)o1	5%	12%	0	1	4%	1%	i	3%	0%
CC(C)=C1C2C=CC1C(C(=O)Nc1cccc(C)c1)C2C(=O)O (stereo not drawn)	-8%	8%	5	1	-6%	1%	i	-7%	-10%
COc1ccc2c(c1OC)C(=O)OC2Nc1ccccn1 (stereo not drawn)	-16%	-4%	17	6	-5%	-9%	i	-4%	-8%
Cc1c(N(C)C(=O)C23CC4CC(CC(C4)C2)C3)c(=O)n(-c2ccccc2)n1C	-9%	-8%	8	0	-6%	11%	i	-9%	-5%
COC(=O)c1ccc(C(=O)OC)c(NC(=O)CN2CCN(c3ccccc3)CC2)c1	-30%	11%	16	5	-7%	0%	i	-6%	-28%
CCOC(=O)c1cc(OCC(=O)NC(C)C(C)C)cc(C(=O)OCC)c1 (stereo not drawn)	-18%	-11%	7	0	3%	8%	i	-2%	-1%
CCOc1ccc2[nH]c(=O)c(CN(CCO)C(=O)c3ccc(F)cc3)cc2c1	nt	-2%	2	17	-2%	-1%	i	-2%	nt
